Source: PubChem
D1 allo mod – allosterically modulates the human D1 dopamine receptor; P21728; AID 641; 58,000 compounds, 5.9% hits; B-score at 10 µM; HEK293 D1, CRE-luciferase, dopamine EC30 potentiation; actives deviate in either direction;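 active means luminescence count or its row- and column-corrected plate score outside the 99.7% band of the plate's sample wells, on either side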
HER2 expr 66K – Her2 kinase expression inhibition. P04626. SKBR-3 HER2 protein level, AlphaScreen, 18-24 h; hits give low values. HER2 level % of control, % at 10 µM. 65,000 compounds, 0.69% hits. AID 645;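 active means HER2 level under 5% of the carrier-only control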;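 further: 100% = DMSO carrier and 0% = 500 nM PU-H71 HSP90 inhibitor; lower value means stronger loss of Her2 protein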
FXIIa mix inh – factor XIIa (human) inhibition, mixture screen; P00748; purified FXIIa, fluorogenic substrate, pooled mixtures; inhibition, % at 5 µM; 62,000 compounds, 0.2% hits; AID 684; in the data active means inhibition above about 20%, passing the limit was not always enough;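 further: 0% = enzyme without compound and 100% = no enzyme blank; some results filed as inactive read as strong as hits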
Hsp90 block – displaces geldanamycin probe from tumor Hsp90. inhibition, % at 30 µM. 64,000 compounds, 0.35% hits. P07900. NCI-N417 lysate Hsp90, Cy3B-geldanamycin FP displacement;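 active means inhibition above 50%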;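 further: 0% = tracer plus lysate wells and 100% = tracer alone without lysate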
SF-1 act – activators of human nuclear receptor SF-1 | Q13285 | CHO-K1 Gal4-SF-1 LBD luciferase reporter; % increase over DMSO SF-1-specific signal | activation, % at 10 µM | 65,000 compounds, 1.9% hits;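 active means activation above the mean activation of all tested compounds plus 3 SD, cut at about 50% in these data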
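Assay system: CHO-K1 cells co-transfected with Gal4 DBD–human SF-1 LBD, 5xGal4 luciferase reporter; doses: 10 µM only; incubation: 20 h compound exposure at 37 °C after 1 h cell settling; signal: luciferase light emission; evaluation: percent activation versus DMSO; repeats: one test per compound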
RORa activator – activates the human nuclear receptor RORA; CHO-K1 Gal4-RORA LBD luciferase reporter, luminescence; percent increase over mock-subtracted basal signal; activation, % at 10 µM; 65,000 compounds, 1.5% hits; AID 560;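 active means activation above the mean of all tested compounds plus 3 SD, cut at about 49% in these data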;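 further: 0% = DMSO-treated RORA cells and 100% = added signal equal to DMSO minus mock-transfected cells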
Target sequence (P35398 whole entry, looked up, the tested form may be a part): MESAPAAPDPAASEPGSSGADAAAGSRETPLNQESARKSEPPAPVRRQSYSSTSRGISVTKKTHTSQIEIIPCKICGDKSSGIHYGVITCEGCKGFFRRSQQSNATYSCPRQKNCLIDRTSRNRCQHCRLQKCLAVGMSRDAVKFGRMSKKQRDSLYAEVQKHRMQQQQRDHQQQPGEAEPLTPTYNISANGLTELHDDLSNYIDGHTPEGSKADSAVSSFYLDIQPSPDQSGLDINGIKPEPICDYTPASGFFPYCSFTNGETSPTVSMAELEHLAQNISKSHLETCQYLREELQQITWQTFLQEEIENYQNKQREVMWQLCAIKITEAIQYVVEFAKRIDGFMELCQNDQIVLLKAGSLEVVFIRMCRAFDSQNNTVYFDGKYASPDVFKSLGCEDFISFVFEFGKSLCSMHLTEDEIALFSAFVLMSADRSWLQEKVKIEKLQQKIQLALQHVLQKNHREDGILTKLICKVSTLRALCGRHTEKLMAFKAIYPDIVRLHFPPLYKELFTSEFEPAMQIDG
DUSP1 inh – blocks human MKP-1 phosphatase activity; inhibition, %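 (compounds tested at a single concentration somewhere between 10 and 100 µM)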; P28562; 65,000 compounds, 0.15% hits; recombinant MKP-1, OMFP hydrolysis fluorescence;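 active means inhibition above about 50%, limit read from the data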;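 further: 0% = DMSO max control wells and 100% = wells with enzyme stopped by NaOH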
TNAP act mid DEA – activates human TNAP at intermediate phosphate acceptor concentration | P05186 | purified TNAP, CDP-star luminescence, 100 mM DEA, 30 min; hits give high values; scale: 0 levamisole-inhibited, 1 vehicle-only enzyme | activation factor at 20 µM | 64,000 tested, under 10 active | AID 813;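 active means activation factor of at least 2 at 20 µM, relative to controls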
Cdc25B block – inhibitors of human Cdc25B phosphatase; 65,000 compounds, 0.1% hits; inhibition, %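 (compounds tested at 10 µM final in the well)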; recombinant Cdc25B, OMFP fluorescence Ex485/Em525; P30305; in the data active means inhibition above about 50%
An asterisk follows results filed as active. Only part of the results is shown; count on the stated rates, not on these rows.

What do the screens show for `COc1cc(N=Cc2ccc([N+](=O)[O-])cc2)c2ncccc2c1`?
Hsp90 block: -1

What do the screens show for `O=c1onc2n1-c1cc(Br)ccc1OC2`?
Hsp90 block: -1

What do the screens show for `O=S(=O)(NCCNC/C=C/c1ccc(Br)cc1)c1cccc2cnccc12`?
Hsp90 block: -4

What do the screens show for `CN1C[C@H](C(=O)N[C@]2(C)O[C@@]3(O)[C@@H]4CCCN4C(=O)[C@H](Cc4ccccc4)N3C2=O)C[C@@H]2c3cccc4[nH]cc(c34)C[C@H]21`?
Hsp90 block: -3

Results for COc1ccccc1N1CCN(CCCNc2c(C)c(=O)n(C)c(=O)n2C)CC1 ?
Hsp90 block: -1

Results for COc1cc(CNC(=O)CCCCCCC(C)C)ccc1O ?
Hsp90 block: 0

Results for Cc1ccc([N+](=O)[O-])cc1S(=O)(=O)N(C)C ?
Hsp90 block: -1

What do the screens show for `O=NN(CCCl)C(=O)NCCCl`?
Hsp90 block: -1

What do the screens show for `O=C(O)c1ccccc1Nc1cccc(OCc2ccc3ccccc3n2)c1`?
Hsp90 block: 3

Results for OCc1ccc(-c2nn(Cc3ccccc3)c3ccccc23)o1 ?
Hsp90 block: -2

Results for Oc1cc2c(cc1O)CN(C(=S)NCCc1ccc(Cl)cc1)CCC2 ?
Hsp90 block: 78*

Results for C=CCN1CCc2cc(O)c(O)cc2C(c2ccccc2)C1 (stereo unspecified) ?
Hsp90 block: 56*

How did CCn1cc(C(=O)O)c(=O)c2ccc(Cc3ccccc3)nc21 do in these assays?
Hsp90 block: -6

What do the screens show for `N[C@@H](Cc1ccc(F)cc1)C(=O)O`?
Hsp90 block: 0

How did Cc1cc(C)c(/C=C2\C(=O)Nc3ccccc32)[nH]1 do in these assays?
Hsp90 block: -2

Molecules from the list above with four or more nitrogen atoms (2):
What do the screens show for `CN1C[C@H](C(=O)N[C@]2(C)O[C@@]3(O)[C@@H]4CCCN4C(=O)[C@H](Cc4ccccc4)N3C2=O)C[C@@H]2c3cccc4[nH]cc(c34)C[C@H]21`?
Hsp90 block: -3

Results for COc1ccccc1N1CCN(CCCNc2c(C)c(=O)n(C)c(=O)n2C)CC1 ?
Hsp90 block: -1

The results go on:
What do the screens show for `CC1(C)CCC=[N+]1[O-]`?
Hsp90 block: -1

Results for O=C(Nc1cccc2cccnc12)c1sc2cc(Cl)ccc2c1Cl ?
Hsp90 block: -2

What do the screens show for `COc1cc(NS(C)(=O)=O)ccc1Nc1c2ccccc2nc2ccccc12`?
Hsp90 block: 1

Results for Ic1ccc(N2CCN(Cc3c[nH]c4ncccc34)CC2)cc1 ?
Hsp90 block: 0

What do the screens show for `O=[N+]([O-])c1ccc(CSc2ncnc3c2ncn3[C@@H]2O[C@H](CO)[C@H](O)C2O)cc1` (stereo partly specified)?
Hsp90 block: -1

What do the screens show for `CC(C)NCC(O)c1ccc(O)c(O)c1` (stereo unspecified)?
Hsp90 block: 22

Results for Nc1nc(SCc2ccc([N+](=O)[O-])cc2)c2ncn([C@@H]3O[C@H](CO)[C@H](O)C3O)c2n1 (stereo partly specified) ?
Hsp90 block: 46

What do the screens show for `CCNC(=O)C1OC(n2cnc3c(NCc4ccccc4)ncnc32)C(O)C1O` (stereo unspecified)?
Hsp90 block: 4

What do the screens show for `CC1(C)CCC2=C(O1)c1ccccc1C(=O)C2=O`?
Hsp90 block: 89*

How did Cc1cc(=O)[nH]c(=S)[nH]1 do in these assays?
HER2 expr 66K: 113; DUSP1 inh: 7; Cdc25B block: 0

What do the screens show for `C[C@H]([C@@H](N)C(=O)N[C@@H](C(=O)O)[C@@H]1O[C@H](n2ccc(=O)[nH]c2=O)[C@@H](O)[C@H]1O)[C@@H](O)c1ccc(O)cn1`?
HER2 expr 66K: 110; DUSP1 inh: 7; Cdc25B block: -2

What do the screens show for `O=C(O)c1ccc(CSCc2ccco2)cc1`?
FXIIa mix inh: 9; TNAP act mid DEA: 0.9

Results for CCOC(=O)c1sc2nc(N3CCOCC3)c3c(c2c1N)CC(C)(C)N(C)C3 ?
D1 allo mod: 3.1*; SF-1 act: 6; RORa activator: -9

Results for CCSc1nnc(NC(=O)CSc2nc3c(c(=O)n2-c2ccccc2)SCC3)s1 ?
HER2 expr 66K: 103; SF-1 act: -3; RORa activator: -11

What do the screens show for `COC(=O)c1ccc(CSc2nc3c(c(=O)n2-c2ccc(F)cc2)SCC3)o1`?
HER2 expr 66K: 58; SF-1 act: -15; RORa activator: -14

Results for O=C(CSc1oc(-c2ccco2)nc1S(=O)(=O)c1ccc(Cl)cc1)NCC1CCCO1 (stereo unspecified) ?
HER2 expr 66K: 97; SF-1 act: -5; RORa activator: -14

Results for CCOC(=O)c1[nH]c2ccccc2c1NC(=O)c1ccc(Br)o1 ?
HER2 expr 66K: 81; SF-1 act: -9; RORa activator: -9

How did O=C(Nc1ccc(O)cc1)C1CC=CCC1 (stereo unspecified) do in these assays?
D1 allo mod: 0.63; FXIIa mix inh: -22; TNAP act mid DEA: 0.9

6 records drawn at random from those above, as already listed:
What do the screens show for `N[C@@H](Cc1ccc(F)cc1)C(=O)O`?
Hsp90 block: 0

What do the screens show for `O=c1onc2n1-c1cc(Br)ccc1OC2`?
Hsp90 block: -1

What do the screens show for `CC1(C)CCC=[N+]1[O-]`?
Hsp90 block: -1

What do the screens show for `COC(=O)c1ccc(CSc2nc3c(c(=O)n2-c2ccc(F)cc2)SCC3)o1`?
HER2 expr 66K: 58; SF-1 act: -15; RORa activator: -14

What do the screens show for `COc1cc(NS(C)(=O)=O)ccc1Nc1c2ccccc2nc2ccccc12`?
Hsp90 block: 1

What do the screens show for `O=S(=O)(NCCNC/C=C/c1ccc(Br)cc1)c1cccc2cnccc12`?
Hsp90 block: -4
